Screening results from PubChem.
p53ts 32C tox = p53ts cell cytotoxicity, permissive temperature; actives 0.93% (n = 130,000); H1299-p53A138V at 32C, ATP luminescence viability, 24 h; Potency, µM (series often up to 46.1 µM), for inactives: at the highest dose activity change, negative = cytotoxicity, usual class: cytotoxic; AID 924;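 further: 0% = DMSO and -100% = full killing by reference compound; nearly all actives have a fitted effect of over 55% in size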
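H1299-p53 A138V cells (temperature-sensitive p53) exposed 24 h to up to 46 uM compound at 32C, where p53 is wild-type in conformation. Viability read as ATP luminescence and normalised to DMSO and 100 uM tamoxifen. AC50 fitted with the Hill equation.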
IkB signaling = suppresses IkB signaling in ABC-DLBCL reporter cells; Potency, µM (titrated, usually from 57.1 µM), inactives show top-dose IkBa stabilization activation; actives 0.04% (n = 110,000); ABC-DLBCL IkBa-CBG/CBR dual luciferase ratio, 4 h; response scale: scaled: untreated 0%, proteasome inhibitor 100%; active means well fitted curve in the direction sought with a large enough effect in the signal ratio, not every such curve was filed as active; inconclusive means small, poorly fitted or top-dose-only effect, or a change in a side signal; the % refers to the signal ratio;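 further: the direction sought is a rising ratio; 0% = basal untreated cells and 100% = reference inhibitor full response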
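Curves were fitted separately to fusion (green), unfused (red) and ratio luminescence, then classed by r2, magnitude and activity. Cells: OCI-Ly3, 4 h compound plus doxycycline at 37C; 10 uM MG-132 defined full response.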
Peg3 imprint = genomic imprint erasure induction; mouse ES Peg3-LacZ reporter, beta-gal luminescence, 40 h; Potency, µM (top dose mostly 60.7 µM), for the others: at the top dose activity change, positive = activation, actives largely listed as activators; actives 0.02% (n = 110,000);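 further: 0% = negative control wells on the plate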
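Readout: BetaGlo luminescence (5 min, room temp) for LacZ from the normally silent maternal Peg3 allele in female Peg3LacZ-Neo ES cells. Cells 300/well, 40 h, 37C, 5% CO2. Data normalized per plate to negative controls.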
p53ts 39C tox = kills p53ts cells at the nonpermissive temperature | H1299-p53A138V viability at 39C, ATP luminescence, 24 h | Potency, µM (series often up to 46.1 µM), for the others: at the top dose activity change, negative = cell killing, most hits filed as cytotoxic | actives 1.5% (n = 130,000); further: nearly all actives have a fitted effect of over 55% in size
The depositor's hits bear a star; ? = inconclusive; · = no result given; [ ] = remark or other dose. Unless noted, the call rests on the fitted dose curve; in most records, active means well fitted curve in the direction sought with a large enough effect; inconclusive means small, poorly fitted or top-dose-only effect, or another doubt; inactive means no such curve, though single readings can be large; an effect the other way counts as inactive or inconclusive. Unless noted, on the % scale 0 is the no-effect control and ±100 the full control effect; potency means the concentration at half of the fitted maximal effect.

Every second line gives: p53ts 32C tox	IkB signaling	Peg3 imprint	p53ts 39C tox
CC(NCCO)C(=O)C12CC3CC(CC(C3)C1)C2 (centres undefined)
    -3%	0.4%	-15%	-1%
CCN(CC)S(=O)(=O)c1ccc2c(c1)N(CC(=O)Nc1cccc(C)c1C)C(=O)C1CCCN21 (centres undefined)
    0%	-1.2%	-4%[10.9 µM]	30%[activator]
COc1cccc(C(=O)Nc2ccc(NC(=O)C(C)C)nc2)c1
    -15%	0.8%	·	-20%
O=C(O)[C@H]1CCCC[C@@H]1c1c2ccc(=O)c(O)c-2oc2c(O)c(O)ccc12
    -5%[9.22 µM]	0.3%[11.4 µM]	-10%[10.9 µM]	2%[9.22 µM]
O=C(Cc1n[nH]c(=O)c2ccccc12)NCc1ccccn1
    2%	1.1%	-7%	14%
O=C1c2cccnc2C(=O)N1Cc1cccs1
    12%	-0.7%	11%	5%
c1ccc(-c2c3ccccc3nc3[nH]c4ccccc4c23)cc1
    23%	·	-22%	2%
CN(C)c1ncc2nc(-c3ccc(F)cc3)c(=O)n(C[C@H]3CCCO3)c2n1
    6%	-0.1%[11.4 µM]	-8%	0%
O=c1nc(N(c2ccccc2)c2ccccc2)[nH]c(=O)[nH]1
    7%	0.0%	3%	-4%
O=C(Oc1ccc(Cl)c2cccnc12)N1CCCCCC1
    -2%	·	·	11%
CCOC(=O)C1=C(N)Oc2c(oc(CO)cc2=O)C1c1c(F)cccc1Cl (centres undefined)
    -18%	2.4%	·	-12%
Cc1cc2c(nc1C)CCCCN2C[C@H](O)CN1CCCc2nc(-c3ccc(Br)cc3)ccc21
    2%[9.22 µM]	·	·	-9%[9.22 µM]
O=C(COc1ccccc1F)Nc1ccccc1C(=O)OCc1cc(=O)n2nc(C3CC3)sc2n1
    0%	?	-10%[10.9 µM]	0%
COc1cc(OC)c(NS(=O)(=O)c2cc(-c3cnc(C4CC4)o3)ccc2C)cc1Cl
    2%	?	-9%[10.9 µM]	-9%
CC1Oc2ccccc2C=C1C1/C(=C(/O)c2ccccc2)C(=O)C(=O)N1CCCN(C)C (centres undefined)
    0%	4.4%	-20%	-4%
CCC(=O)N1CCc2cc(CNS(=O)(=O)c3ccccc3F)ccc21
    27%	-2.3%	-3%[10.9 µM]	-24%
Cc1ccc(C)c(N2CCN(S(=O)(=O)c3cnc(N)nc3)CC2)c1
    3%	1.6%	-7%[10.9 µM]	-26%
NCCCC(N)CC(=O)NCC1NC(=O)C(CO)NC(=O)C(N)CNC(=O)C(C2CCN=C(N)N2)NC(=O)/C(=C\NC(N)=O)NC1=O (centres undefined)
    13%	·	-8%	2%
Cc1noc(-c2ccc(NC(C)c3ccccc3)c([N+](=O)[O-])c2)n1 (centres undefined)
    -15%	2.9%	-10%[10.9 µM]	-13%
O=C(C1CCN(S(=O)(=O)c2cccc3nsnc23)CC1)N1CC=C(c2ccccc2)CC1
    2%	?	-18%	-2%
CCOc1cccc(NC(=O)C2CCCN(S(=O)(=O)c3ccc(OC)cc3)C2)c1 (centres undefined)
    36%[activator]	?	-15%	-15%
Cc1c(NC(=O)c2sc3c([N+](=O)[O-])cccc3c2Cl)cccc1-c1nc2ccccc2o1
    -2%	3.4%	?	37%[activator]
O=C(Nc1cccnc1)Nc1ccc2c(c1)OCO2
    ?	-0.9%	-74%[inhibitor]	?
Nc1nonc1-c1nc2ccccc2n1CCC(=O)O
    29%	-0.2%	-8%	16%
CCC(=O)N1c2ccc(S(=O)(=O)CCC(=O)N3CCn4c3nc3ccccc34)cc2CC1C (centres undefined)
    3%	0.0%	-5%	-15%
CCOC(=O)N1CCN(CC(O)c2ccc3c(c2)CCN3)CC1 (centres undefined)
    2%	0.0%	7%	4%
Cc1ccc2nc(Cl)c(/C=N/NC(=O)c3ccccc3O)cc2c1
    -17%	·	·	-10%
Cc1nn(Cc2ccccc2Cl)c(C)c1C(=O)Nc1nnc(C2CC2)s1
    -22%	1.9%	-12%	?
CC(C)CN(CCNC(=O)c1cn(C)c2ccc(S(=O)(=O)N3CCCCCC3)cc2c1=O)CC(C)C
    1%	-1.9%	11%[10.9 µM]	21%
CCn1c(=N)c(C(=O)NC2CCCCC2)cc2c(=O)n3cc(C)ccc3nc21
    11%	2.7%	-16%[10.9 µM]	12%

The final 4 compounds of the part above come first, to join the parts.
Every second line gives: p53ts 32C tox	IkB signaling	Peg3 imprint	p53ts 39C tox
Cc1ccc2nc(Cl)c(/C=N/NC(=O)c3ccccc3O)cc2c1
    -17%	·	·	-10%
Cc1nn(Cc2ccccc2Cl)c(C)c1C(=O)Nc1nnc(C2CC2)s1
    -22%	1.9%	-12%	?
CC(C)CN(CCNC(=O)c1cn(C)c2ccc(S(=O)(=O)N3CCCCCC3)cc2c1=O)CC(C)C
    1%	-1.9%	11%[10.9 µM]	21%
CCn1c(=N)c(C(=O)NC2CCCCC2)cc2c(=O)n3cc(C)ccc3nc21
    11%	2.7%	-16%[10.9 µM]	12%
COc1ccc(-c2cc3nc(-c4ccccc4)cc(C(F)(F)F)n3n2)cc1
    10%	-0.2%	19%[10.9 µM]	-4%
Cc1ccc(OCCCC(=O)Nc2ccc3c(c2)OCO3)cc1
    2%	-0.2%	-5%	1%
Cc1nn(-c2ccccc2)c2nc(C3CC3)cc(C(=O)Nc3ccc(F)cc3)c12
    -14%	?	-5%[10.9 µM]	-3%
CCCCNC(=O)C(c1ccc(-c2ccccc2)cc1)N(CCN1CCOCC1)C(=O)CCCCCN1C(=O)NC(c2ccc([N+](=O)[O-])cc2)C(C(=O)OCc2ccccc2)=C1C (centres undefined)
    6%	·	-13%	2%
Cc1ccc(Cn2c(CO)cnc2SCC(=O)NCc2ccccc2Cl)cc1
    0%	0.5%	9%[10.9 µM]	?
COC(=O)CN1C(=O)C(C)=C(c2ccc(C)cc2)S1(=O)=O
    1%	·	·	-10%
Cc1cc(C)cc(Nc2cc(C(=O)NC3CCC(C)CC3)c3ccccc3n2)c1 (centres undefined)
    -3%	-2.6%	-9%[10.9 µM]	-8%
Nc1csnc1C(=O)O
    1%	-0.5%	-6%	-4%
C=CCn1c(SCc2c(C)noc2C)nc2sc3c(c2c1=O)CCCCC3
    0%	-0.3%	-10%	-1%
CCOC(=O)c1oc2ccccc2c1CSc1nnnn1-c1ccccc1
    2%	0.8%	-3%	-13%
Cc1cc(C)cc(Oc2nc3c(C)cccn3c(=O)c2/C=C(\C#N)c2nc3ccccc3[nH]2)c1
    7%	0.7%	7%[10.9 µM]	-9%
CCCCNc1nc(C)nc2c1nc(-c1ccccc1)n2CC(C)(C)CN(C)C
    -3%	·	-7%	-6%
CCCOc1ccc(-c2cccc(NS(=O)(=O)c3ccccc3)c2)nn1
    16%	-1.8%	7%[10.9 µM]	6%
CCN1CCc2c(sc(NC(=O)c3ccc(S(=O)(=O)N(C)C4CCCCC4)cc3)c2C(N)=O)C1
    -9%	?	-15%[10.9 µM]	?
O=C(C1CCN(c2nc3ccccc3[nH]2)CC1)N1CCN(c2cccc(Cl)c2)CC1
    23%	4.2%	-13%[10.9 µM]	-10%
CSc1nc(-c2ccco2)nn1S(C)(=O)=O
    0%	0.7%	5%	-4%
CCOC(=O)N1CCC(n2c(SCC(=O)NCCC3=CCCCC3)nc3ccccc3c2=O)CC1
    51%[activator]	?	-15%	46%[activator]
CCn1c(=O)c2sccc2n2c(CCC(=O)Nc3ccc(OC)c(Cl)c3)nnc12
    1%	-4.6%	-6%[10.9 µM]	-1%
CC(=O)c1ccc(N2CCN(C(=O)c3ccc(Cn4c(=O)[nH]c5ccccc5c4=O)cc3)CC2)cc1
    13%	2.4%	-13%[10.9 µM]	-11%
Cc1ccccc1/C=C(\C#N)c1nc(-c2ccc(Cl)cc2)cs1
    -21%	-4.4%	-14%[10.9 µM]	-4%
COC(=O)COC(=O)c1ccc(-n2nnnc2SC)cc1
    2%	2.7%	-8%	6%
CCN(CC)CCNC(=O)NC1CCCCC1
    2%	1.9%	-9%	4%
CC(CCc1ccccc1)NC(=O)Cn1ncc2c3ccccc3n(Cc3ccccc3F)c2c1=O (centres undefined)
    -12%	-0.4%	8%[10.9 µM]	?
CCn1c(SCC(=O)NCC(=O)Nc2ccc(F)cc2)nnc1-c1cccs1
    6%	3.6%	-9%	-8%
CCOc1ccc(C(=O)NCCc2sc(-c3cccc(F)c3)nc2C)cc1OCC
    -10%	?	6%[10.9 µM]	-13%
CCC(=O)N1CCc2cc(Br)cc(S(=O)(=O)N3CCN(c4ccccn4)CC3)c21
    2%	1.0%	0%	8%
CCS(=O)(=O)NCc1cn2c(C)csc2n1
    -16%	0.9%	-6%	7%
COc1ccc(OC)c(NC2c3ncccc3C(=O)N2Cc2ccco2)c1 (centres undefined)
    18%	-1.6%	-14%	0%
Cc1cc(C)cc(N(CC(=O)N2CCN(c3ccccc3)CC2)S(=O)(=O)c2c(C)noc2C)c1
    9%	?	-18%	-4%
COc1cccc(C(=O)NC2CCSC2=O)c1 (centres undefined)
    -2%	0.0%	-4%	7%
CC12COC3(C(=O)Nc4ccc(Cl)cn4)CC1CCC32C (centres undefined)
    9%	2.1%	-9%	-5%
CN(C(=O)c1ccccn1)c1nnc(-c2cnccn2)s1
    4%	-1.5%	-4%	-5%
O=C(CCn1c(=O)c2sccc2n(CC(=O)NCc2ccco2)c1=O)NCc1ccccc1
    11%	-2.2%	-2%	-1%
O=C1CC(c2ccccc2)Cc2[nH]c(=O)c(C(=O)Nc3ccc(F)cc3)cc21 (centres undefined)
    -3%	0.6%	-11%[10.9 µM]	-22%
CCOC(=O)c1[nH]c(Cc2[nH]c(C(=O)OCC)c(C)c2CCC(=O)OC)c(CCC(=O)OC)c1C
    15%	-0.9%	-22%	1%
CC(NC(=O)Nc1ccccc1C(F)(F)F)c1c(-n2cccc2)sc2c1CCCC2 (centres undefined)
    -1%	2.9%	-11%[10.9 µM]	-7%
Cc1ccc(-n2ncc(C(=O)N3CCN(c4ncccn4)CC3)c2C2CCN(C(=O)OC(C)(C)C)CC2)cc1
    -7%	?	12%[10.9 µM]	8%
Cc1ccnc(Sc2nc3c(c(=O)[nH]c(=O)n3C)n2CCCc2ccccc2)n1
    -9%	-0.2%	-4%	-5%
CC(C)OCCCNC(=O)CN1C(=O)COc2ccc(S(=O)(=O)N3CCOCC3)cc21
    3%	0.0%	-8%[10.9 µM]	-4%
Cc1sc(NC(=O)CN(Cc2ccc(F)cc2)C(=O)C(C)(C)C)c(C(N)=O)c1C
    10%	·	·	-12%
Cc1cc(NC(=O)N2CC=C(c3c[nH]c4ccccc34)CC2)ccc1Br
    -5%	?	10%[10.9 µM]	-15%
O=C(Cn1c(=O)sc2ccccc21)Nc1ccccc1C(=O)O
    -22%	-0.3%	-5%	-25%
CC(Oc1ccc(Cl)cc1)C(=O)Nc1nccs1 (centres undefined)
    6%	2.6%	-1%	-12%
Cc1ccc(C)c(NC(=O)Cc2coc3cc(C)cc(C)c23)c1
    -3%	0.3%	-59%[inhibitor][10.9 µM]	-20%
NCCCCNS(=O)(=O)c1ccc2c(Cl)cccc2c1
    0%	?	-25%	-24%

6 compounds drawn at random from those above, as already listed:
Every second line gives: p53ts 32C tox	IkB signaling	Peg3 imprint	p53ts 39C tox
Cc1cc(NC(=O)N2CC=C(c3c[nH]c4ccccc34)CC2)ccc1Br
    -5%	?	10%[10.9 µM]	-15%
O=C(Cn1c(=O)sc2ccccc21)Nc1ccccc1C(=O)O
    -22%	-0.3%	-5%	-25%
NCCCCNS(=O)(=O)c1ccc2c(Cl)cccc2c1
    0%	?	-25%	-24%
Cc1ccc(-n2ncc(C(=O)N3CCN(c4ncccn4)CC3)c2C2CCN(C(=O)OC(C)(C)C)CC2)cc1
    -7%	?	12%[10.9 µM]	8%
CC12COC3(C(=O)Nc4ccc(Cl)cn4)CC1CCC32C (centres undefined)
    9%	2.1%	-9%	-5%
CC(Oc1ccc(Cl)cc1)C(=O)Nc1nccs1 (centres undefined)
    6%	2.6%	-1%	-12%

Hits appear at their usual frequency, and some 1.8% of all compounds hit somewhere here.
